Bioassay records as filed in PubChem.
RMI-FANCM inh: inhibitors of human RMI core complex binding to FANCM MM2; 70,000 tested, 0.58% active; AID 1159607; FP signal (polarization) at 33 µM; Fluorescence polarization, RMI core complex with F-MM2 peptide; active compounds read low; in the data active = FP signal below about 40; note: inactives centre near 61; strong numbers were not always called active; unit not given here
* hit, by the source's call; & = joins results of further samples. An excerpt; count on the stated rates, not on these rows.

structure	RMI-FANCM inh
Cc1cc(C)cc(NC(=O)CN2CCC(C(=O)NCCc3c[nH]c4ccccc34)CC2)c1	59&57
Cc1nc(C#N)c(C#N)nc1C	59
COc1ccc(N2CCCS2(=O)=O)cc1NC(=O)C12CC3CC(CC(C3)C1)C2	57
O=c1[nH]c(=S)c2c(n1Cc1ccc(F)cc1)CCC2	65
CCC(=O)Nc1ccc(SCC(=O)Nc2nccs2)nn1	67
O=C(Oc1coc(CSc2ncccn2)cc1=O)c1ccc(Cl)c([N+](=O)[O-])c1	50
Cc1nc(C(=O)NNC(=O)c2ccc(Cl)cc2)cs1	54
COc1ccc(CCNC(=O)Cn2ncn3nc4c(c3c2=O)CCCC4)cc1OC	64
Cc1cc(C(C)(C)c2cc(C)c(OC(=O)Nc3ccccc3)c(C)c2)cc(C)c1OC(=O)Nc1ccccc1	63
CN=C(C)C(C(=O)OC)=C(O)c1cccs1	58
O=C(CCCN1C(=O)c2cccc3cccc(c23)C1=O)Nc1ccccc1C(F)(F)F	59
CCOC(=O)/C(=C/c1ccc(Cl)cc1)[N+](=O)[O-]	54
O=C(NNc1ccc(F)cc1)c1ccccc1	59
COc1ccc(NC(=O)N2CCC(Cc3ccccc3)CC2)cc1	63
O=C(CSc1ccc2ccccc2n1)Nc1nc(-c2ccccc2)ns1	75
O=C(Nc1ccc2c(c1)CN(C(=O)c1ccco1)CC2)c1ccc(F)c(F)c1	64
O=C(C1CC1)n1nccc1-c1csc(-c2ccccc2)n1	59&55
CN(C)c1ccc(/C=C/C(=O)c2cccs2)cc1	106
NS(=O)(=O)c1ccc(NC(=O)Cn2cnc(-c3ccccc3)cc2=O)cc1	68
O=c1oc2ccccc2cc1-c1ccc([N+](=O)[O-])cc1	56
O=C(Nc1ccc(F)cc1)C(=O)Nc1ccc2c(c1)N(S(=O)(=O)c1cccs1)CCC2	55
Cc1ccc(NC(=O)CCc2nc3sc4c(c3c(=O)[nH]2)CCC(C(C)(C)C)C4)cc1C (centres undefined)	58&58
O=C(NCCN1CCN(c2ccccc2F)CC1)C(=O)Nc1ccc2c(c1)OCCO2	95
COc1ccc(-c2cc(-c3cccs3)nc(SCC(=O)Nc3ccc4c(c3)OCCO4)c2C#N)cc1OC	79
COc1cc(C(C)=O)ccc1OCC(=O)Nc1cccc(-c2ccc(N3CCCC3)nn2)c1	73
CCCSc1nnc(CSc2ncccn2)n1-c1ccc(OCC)cc1	60
CC(C)c1nnc(C2CCN(S(=O)(=O)c3cccnc3)CC2)o1	61
CCOC(=O)c1ccc(NC(=O)c2ccc(-c3nc4ccccc4s3)s2)cc1	75
O=C(CSc1nnc2ccccn12)Nc1ccccc1F	71
COc1ccc(Cl)cc1NC(=O)C(=O)NCC(c1ccc2c(c1)CCCN2C)N1CCCC1 (centres undefined)	78
Cc1ccc(-c2csc(SCc3ccc(C(=O)NC(C)C)o3)n2)c(C)c1	68
COc1ccc(CC(=O)NCC2CCN(Cc3cccs3)CC2)cc1OC	75
CC1CCN(S(=O)(=O)c2ccc(C(=O)Nc3cccc(Cl)c3Cl)cc2)CC1	80
CCS(=O)(=O)N1CCc2ccc(NS(=O)(=O)c3ccc(F)cc3C)cc2C1	63
N#Cc1cn(-c2ccc(Cl)cc2)nc1C(=O)c1cccs1	68
O=C(CCS(=O)(=O)c1ccc(F)cc1)Nc1nc(-c2ccccn2)cs1	57
Cc1cc(C)c2cc(C(=O)NCCSCc3ccco3)[nH]c2c1	54
Nc1nc2c(s1)CSc1ccccc1-2	88
CCC1SC(=S)N(C)C1=O (centres undefined)	59
O=C(CN1CCN(Cc2nc(-c3ccco3)cs2)CC1)Nc1ccc2c(c1)OCCO2	58
COc1ccc(C(=O)Nc2ccc(N3CCN(C(=O)OC(C)(C)C)CC3)nc2)cc1	54
COc1ccc(S(=O)(=O)NCC(c2ccc3c(c2)CCN3C)N2CCCC2)cc1C (centres undefined)	62
CCc1nnc(C2CCN(S(=O)(=O)c3cc(F)ccc3OC)CC2)s1	61
N=C1SCC(=O)N1c1ccc(Cl)c(Cl)c1	60
CCOC(=O)c1ccc(Nc2nc(-c3ccc4ccccc4c3)cs2)cc1	58
Cc1sc(NC(=O)c2ccccc2S(C)(=O)=O)c(-c2nc3ccccc3s2)c1C	68
NC(=NCCC[C@H](N)C(=O)O)NO	52
O=C(Nc1cccc(-c2ccc3nncn3n2)c1)c1ccc(F)cc1F	60

The closing two entries of the part above lead into the next:
structure	RMI-FANCM inh
NC(=NCCC[C@H](N)C(=O)O)NO	52
O=C(Nc1cccc(-c2ccc3nncn3n2)c1)c1ccc(F)cc1F	60
COc1ccc(Oc2ccc(NS(=O)(=O)c3cccc4cccnc34)cn2)cc1	55
Cc1cc(C)c(NC(=O)CCCn2nc(-c3ccc(F)cc3)ccc2=O)c(C)c1	78
O=C(NCCc1c[nH]c2ccccc12)C(=O)NCC(c1cccs1)N1CCc2ccccc2C1 (centres undefined)	60
CC1(C)Cc2cccc(OCC(=O)N3CCN(C(=O)c4ccco4)CC3)c2O1	58
COc1cccc(OC)c1C(=O)NC(=O)Nc1cc(Cl)cc(Cl)c1	57
CCc1ccccc1NC(=O)Cn1ccn(-c2cccc3ccccc23)c(=O)c1=O	54
Cn1cccc(C(=O)O)c1=O	67
COCCn1c(=NC(=O)c2cccc(F)c2)sc2cc(NC(C)=O)ccc21	95
Cc1cc(C)c2nc(C)cc(NC(=O)c3ccc(S(=O)(=O)N4CCCC4)cc3)c2c1	100
O=C(CN1CCN(Cc2nc3ccccc3[nH]2)CC1)Nc1ccccc1	62
Cc1ccc(NC(=O)c2ccccc2C)cc1I	56
COc1ccccc1CNC(=O)CSc1nccn2nc(-c3ccc(Cl)cc3)cc12	108
Cc1ccc(-c2csc3nc(SCC(=O)Nc4ccc5c(c4)OCCO5)n(-c4ccccc4)c(=O)c23)o1	76
N#C/C(=C\c1cccnc1)C(=O)NC1CCS(=O)(=O)C1 (centres undefined)	61
Cc1ccc(N2CCCS2(=O)=O)cc1NC(=O)C(=O)NCc1ccco1	65
O=C(CSc1ncn[nH]1)Nc1nsc(-c2ccc(Cl)cc2)n1	74
CN(C(=O)Cn1c(CO)nc2ccccc21)c1ccccc1	59
COC(=O)c1sc2c(C)cc(Cl)c(C)c2c1C(=O)Oc1ccccc1	52
COc1ccc(S(=O)(=O)NCc2ccsc2)c(C)c1	68
COc1ccc(C(=O)NC(=O)Nc2cccc(C)n2)cc1	73
CC1(C)CC(=O)C2=C(C1)N=C1SCCC(=O)N1C2c1ccc(Cl)cc1 (centres undefined)	55
C=CCn1c(SCC(=O)NCc2ccco2)nc2scc(-c3ccco3)c2c1=O	76
Cn1c(=O)c2c(ncn2CC(O)CO)n(C)c1=O (centres undefined)	62&54&59
O=C(CC1CSc2nccc(=O)n21)N1CCC(Cc2ccccc2)CC1 (centres undefined)	59
O=C(CCl)Oc1ccc2ccccc2c1Br	58
CCCc1cc(=O)[nH]c(SCc2ccc(C(=O)OC)o2)n1	48
O=C(Nc1ccc(Cl)c2ncsc12)c1ccc([N+](=O)[O-])s1	51
CCCC(=O)NC1CCS(=O)(=O)C1 (centres undefined)	53
O=C(CSc1ccc(F)cc1)Nc1nnc(-c2ccccc2Cl)o1	59
CC(=O)Nc1ccc(SCC(=O)Nc2nc3ccc(C)cc3s2)nn1	82
C=CCNC(=S)NNC(=O)c1ccc([N+](=O)[O-])cc1	56&61
O=C(CSc1n[nH]c(=O)n1C1Cc2ccccc2C1)c1ccc2c(c1)OCCO2	69
COc1cccc(C(=O)NNC(=O)c2cccn(Cc3ccc(Cl)c(Cl)c3)c2=O)c1	66
CCN(CC)CCN(C(=O)c1ccc(S(=O)(=O)N(CC)c2ccccc2)cc1)c1nc2ccc(Cl)cc2s1	74
Nc1nc(SCC(=O)Nc2ccc(OC(F)(F)F)cc2)[nH]c(=O)c1NC(=O)c1ccc(Br)o1	70
O=C1CSC(=NC(=O)NC2(C(F)(F)F)Oc3ccc(Cl)cc3O2)N1 (centres undefined)	61
CCOc1ccc(NC(=O)c2snnc2C)c([N+](=O)[O-])c1	55
O=C1NCCOc2ccc(NS(=O)(=O)c3ccc(Br)cc3)cc21	66
CCN(CC)CCN(C(=O)c1cccc(C)c1)c1nc2ccc(Cl)cc2s1	92
CC1(C)CC(=O)c2sc(NC(=O)c3cc(Cl)cc(Cl)c3)nc2C1	70
NS(=O)(=O)c1ccc(NC(=O)CCCSc2ccc(NC(=O)C3CC3)nn2)cc1	64
O=C(CSc1nnc(-c2ccco2)o1)Nc1nnc(-c2cccs2)s1	61
Cn1cccc1C(CNC(=O)C(=O)Nc1ccc(F)c(F)c1)N1CCc2ccccc2C1 (centres undefined)	63&66
N/C(=N/OC(=O)c1cccc(Cl)c1)c1cccc(C(F)(F)F)c1	56
CCCOc1ccc(N2CCN(C(=O)c3ccc(C)c(C)c3)CC2)nn1	65
O=C(Oc1cccc(NS(=O)(=O)N2CCOCC2)c1)N1CCOCC1	64
Cc1ccc2c(c1)CCCN2C(=O)CCCn1nc(-c2ccc(F)cc2)ccc1=O	72
CSc1nc(N)c(C#N)n1Cc1ccco1	59
CCOC(=O)C(N=Nc1ccccc1)=C(C)O	54
O=C1C=CC(=O)N1c1ccc2scnc2c1	49
O=C1CCCCC1CCS(=O)(=O)c1ccc(Cl)cc1 (centres undefined)	55
COc1ccc(-c2cc(-c3cccs3)n(-c3nc(C)cc(=O)[nH]3)n2)cc1	70
COC(=O)C1=C(CS(=O)(=O)c2ccc(Cl)s2)NC(=O)NC1c1ccc(O)cc1 (centres undefined)	65
O=C(CSc1nc(-c2ccccc2)cc(=O)[nH]1)Nc1cc(C(F)(F)F)ccc1Cl	75
Cc1nc2ccc(NC(=O)Cc3ccc([N+](=O)[O-])cc3)cc2c(=O)n1-c1ccccc1	62
CCc1cc(=O)[nH]c(SCC(=O)Nc2nc(C)cs2)n1	56

(next part)
structure	RMI-FANCM inh
COc1cc(C(=O)NCc2n[nH]c(=O)c3ccccc23)c([N+](=O)[O-])cc1OC	51
Cc1ccc(C)c(NC(=O)CCC(=O)NNC(=O)c2cccs2)c1	62
CC(C)COC(=O)c1cn(C2CCCCC2)c2ccccc2c1=O	57
O=C1NNC(c2ccccc2)=N/C1=C/c1ccc(OCc2ccccc2)cc1	56
CCCOc1ccc(/C=C/C(=O)Nc2cc(C)ccc2OC)cc1OC	61
CN1CCN(c2nc3ccc(OC(=O)c4cc5cc([N+](=O)[O-])ccc5s4)cc3s2)CC1	58
NC(N)=NC(N)=Nc1nc(-c2ccc(Cl)cc2)cs1	59
COc1cc(Cn2nc(C(C)C)c3cnn(-c4ccccc4)c3c2=O)cc(OC)c1	57
CCOC(=O)c1sc(NC(=O)/C=C/c2ccc(OC)cc2)c(C(=O)OCC)c1C	63
CS(=O)(=O)OCCCCOS(C)(=O)=O	53&65
O=C(Cc1csc(NC(=O)NC2CCCC2)n1)Nc1nc2ccccc2s1	68
Cc1cccc(S(=O)(=O)Nc2ccc3c(c2)C(=O)N(C)CCO3)c1	63
Cc1[nH]c(=S)[nH]c(=O)c1Cc1cccc(C(F)(F)F)c1	52
OCC#CCSc1nc2ccccc2o1	57
CNC(=O)c1c(NC(=O)C2=COCCO2)sc2c1CCN(C(=O)OC)C2	53
Cc1c(S(=O)(=O)c2ccc(Cl)cc2)csc1C(=O)NNc1cccc(Cl)c1	57
Cn1c(SC/C=C/c2ccccc2)nnc1-c1sc2ccccc2c1Cl	67
NC(N)=NCCC[C@H](NC(=O)c1ccccc1)C(=O)Nc1ccc([N+](=O)[O-])cc1	81&58
Cc1cc(C)c(CSCCNC(=O)Nc2ccc(Cl)cc2)c(C)c1	59&57
Nn1c(SCC(=O)Nc2nccs2)nnc1-c1ccccn1	56
COC(=O)c1sc(-c2ccccc2)cc1NC(=O)c1cc([N+](=O)[O-])cc([N+](=O)[O-])c1	73
CCCOc1ccc(/C=C/C(=O)Nc2cc(OC)c(Cl)cc2OC)cc1	69
Cc1ccc(S(=O)(=O)N2CCC(C(=O)Nc3ccc4nc(C)sc4c3)CC2)cc1	51
NCC(=O)N1CCOC(c2ccccc2)C1 (centres undefined)	68
Cc1[nH]ccc2c1[nH]c1cc(=O)ccc12	53&63
Cc1cc(NC(=O)C(C)(C)Oc2ccc(Cl)cc2)n(-c2ncnc3c2cnn3-c2ccc(F)cc2)n1	71
CCOC(=O)N1CCc2c(sc(NC(=O)c3ccccc3S(C)(=O)=O)c2C(N)=O)C1	68
Fc1ccc(-c2cn[nH]c2-c2ccncc2)cc1	64
COc1ccc(N2CCN(CCNC(=O)c3ccc(OC(C)C)cc3)CC2)cc1	66
CCOC(=O)CN1C(=O)CN(C(=O)c2ccccc2)C1=S	67
COC(=O)CSC1=C(C#N)C(c2ccc(C)o2)CC(=O)N1 (centres undefined)	56
O=C1c2ccccc2C2(c3ccccc3)N1CCN2C(=O)C(Cl)(Cl)Cl (centres undefined)	56
COc1ccc(-c2cc(-c3ccc(C)c(C)c3)nc(SCC(=O)NCc3ccc4c(c3)OCO4)c2C#N)cc1OC	104
COc1ccc(CC(=O)N2CCN(c3ccc(-c4ccc(C)cc4C)nn3)CC2)cc1OC	59

Quoted at random: 5 compounds from above
structure	RMI-FANCM inh
O=C1c2ccccc2C2(c3ccccc3)N1CCN2C(=O)C(Cl)(Cl)Cl (centres undefined)	56
COC(=O)CSC1=C(C#N)C(c2ccc(C)o2)CC(=O)N1 (centres undefined)	56
Cc1cc(NC(=O)C(C)(C)Oc2ccc(Cl)cc2)n(-c2ncnc3c2cnn3-c2ccc(F)cc2)n1	71
CCOC(=O)CN1C(=O)CN(C(=O)c2ccccc2)C1=S	67
COc1ccc(-c2cc(-c3ccc(C)c(C)c3)nc(SCC(=O)NCc3ccc4c(c3)OCO4)c2C#N)cc1OC	104
